Source: PubChem BioAssay (National Center for Advancing Translational Sciences (NCATS))
Tb PYK inh: blocks Trypanosoma brucei pyruvate kinase; Q57TT1; TbPYK enzyme, Kinase-Glo Plus ATP luminescence, 45 min; Potency, µM (doses to about 76.8 µM), inactives show at the top dose activity, negative = inhibition, most hits filed as inhibitors; actives 0.12% (n = 410,000); AID 624173; further: potency means the concentration at half of the fitted maximal effect; nearly all actives have a fitted effect of over 50% in size
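Assay buffer: 50 mM TEA pH 7.2, 100 mM KCl, 10 mM MgCl2, 0.05% BSA, 0.01% Tween-20. Pyruvate kinase from T. brucei plus substrate met compound, then ADP (130 uM final). Luminescence was read post 45 min RT.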
AmpC detergent: AmpC beta-lactamase inhibition with detergent present; AmpC hydrolysis of nitrocefin, absorbance 480 nm, 0.01% Triton; Potency, µM (doses to about 114 µM), for the others: at the top dose activity change, negative = inhibition, usual class: inhibitors; actives 0.041% (n = 370,000); AID 485294;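 further: potency means the concentration at half of the fitted maximal effect; 0% = no-compound wells and -100% = no-enzyme wells; nearly all actives have a fitted effect of over 25% in size; some results filed as inactive show a strong effect at the top dose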
Target sequence (P00811 whole entry, looked up): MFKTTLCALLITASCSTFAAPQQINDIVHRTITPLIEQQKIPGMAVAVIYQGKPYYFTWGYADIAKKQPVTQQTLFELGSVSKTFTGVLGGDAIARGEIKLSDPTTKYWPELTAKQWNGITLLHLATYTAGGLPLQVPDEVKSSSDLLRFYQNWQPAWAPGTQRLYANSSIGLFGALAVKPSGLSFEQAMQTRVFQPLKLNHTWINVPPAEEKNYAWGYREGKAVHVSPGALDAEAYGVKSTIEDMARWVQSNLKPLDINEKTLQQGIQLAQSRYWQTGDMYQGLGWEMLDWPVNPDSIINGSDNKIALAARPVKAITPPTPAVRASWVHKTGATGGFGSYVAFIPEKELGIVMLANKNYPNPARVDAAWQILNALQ
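AmpC (5.3 nM in the dispensed reagent) in 20 mM phosphate pH 7.0 with 0.01% (detergent screen) or 0.0001% Triton X-100 was preincubated with compounds for 15 min at room temperature. Nitrocefin was then added from an 800 uM solution, and hydrolysis was followed at 480 nm.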
LmPK inh: inhibitors of Leishmania mexicana pyruvate kinase | Q27686 | Potency, µM (titrated, usually from 57.5 µM), without a hit: at the highest dose activity change, negative = inhibition, actives largely listed as inhibitors | purified LmPK, Kinase-Glo ATP luminescence, 1 h | actives 0.37% (n = 290,000) | AID 1721; further: potency means the concentration at half of the fitted maximal effect
Target sequence (Q27686 whole entry, looked up): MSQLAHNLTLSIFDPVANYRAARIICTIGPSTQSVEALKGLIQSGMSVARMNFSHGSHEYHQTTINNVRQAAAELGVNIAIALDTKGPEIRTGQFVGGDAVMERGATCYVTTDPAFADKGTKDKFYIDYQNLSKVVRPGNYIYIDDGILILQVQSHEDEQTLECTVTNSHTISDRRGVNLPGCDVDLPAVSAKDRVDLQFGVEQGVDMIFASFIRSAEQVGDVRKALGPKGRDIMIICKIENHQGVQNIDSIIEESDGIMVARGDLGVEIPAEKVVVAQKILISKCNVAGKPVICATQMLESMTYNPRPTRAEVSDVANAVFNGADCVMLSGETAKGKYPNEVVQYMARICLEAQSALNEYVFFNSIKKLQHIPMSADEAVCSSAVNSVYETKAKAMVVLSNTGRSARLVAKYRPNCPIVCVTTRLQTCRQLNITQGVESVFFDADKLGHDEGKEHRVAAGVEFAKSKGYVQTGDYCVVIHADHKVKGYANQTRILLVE
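Kinase-Glo luminescence read after 1 h RT reaction of 0.1 nM LmPK with 0.5 mM PEP and 0.1 mM ADP. Activity scaled between uninhibited and enzyme-free controls.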
AmpC inh no detg: blocks E. coli AmpC beta-lactamase in detergent-free assay; Potency, µM (series often up to 57.1 µM), without a hit: top-dose activity change, negative = inhibition, actives largely listed as inhibitors; actives 0.52% (n = 330,000); AmpC nitrocefin hydrolysis, absorbance 480 nm, 0.0001% Triton;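 further: potency means the concentration at half of the fitted maximal effect; plate controls were no compound for no effect and no enzyme for full effect; nearly all actives have a fitted effect of over 20% in size; some results filed as inactive show a strong effect at the top dose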
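AmpC (5.3 nM in the dispensed reagent) in 20 mM phosphate pH 7.0 with 0.01% (detergent screen) or 0.0001% Triton X-100 was preincubated with compounds for 15 min at room temperature. Nitrocefin was then added from an 800 uM solution, and hydrolysis was followed at 480 nm.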
HCMV inh: human cytomegalovirus inhibition; HFF cells, HCMV-luciferase reporter, 72 h; active compounds read low; actives 4.5% (n = 410,000); activity change, negative = inhibition, % at 57.5 µM; in the data active means activity change below about -60%; inconclusive means no clear call, values can overlap the other calls; inactive means above about -39%
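Two-dose cell screen: HFF monolayers treated with compounds and infected with luciferase-expressing HCMV at 1 PFU/cell, 72 h at 37C, then lysed for luciferase measurement.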
AMA1 RON2 block: disrupts binding of P. falciparum AMA1 to RON2; AlphaScreen AMA1-biotinylated RON2 peptide binding; Potency, µM (highest dose often 58.2 µM), for inactives: at the highest dose activity change, negative = inhibition, most hits filed as inhibitors; actives 0.2% (n = 360,000);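 further: potency means the concentration at half of the fitted maximal effect; 0% = vehicle wells and -100% = peptide control; nearly all actives have a fitted effect of over 45% in size; some results filed as inactive show a strong effect at the top dose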
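AMA1 (3D7) with his tag at 25 nM final met compounds first, then biotinylated RON2 peptide at 25 nM; detection used donor plus acceptor beads, 10 µg/mL apiece, read by AlphaScreen after 30 min at room temperature.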
Sm TGR inh: S. mansoni TGR enzyme inhibition; purified TGR, DTNB reduction, TNB absorbance 405 nm; Potency, µM (titrated, usually from 114 µM), without a hit: at the highest dose activity change, negative = inhibition, actives largely listed as inhibitors; AID 485364; Q962Y6; actives 3% (n = 360,000); further: potency means the concentration at half of the fitted maximal effect; nearly all actives have a fitted effect of over 60% in size
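TGR 20 nM + NADPH 100 uM (dispensed conc.), cpd preinc 15 min RT; start with NADPH (500 uM addition) then DTNB (15 mM addition). Kinetic TNB absorbance, 405 nm filter. Four-parameter Hill fit across titration.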
The depositor's hits bear a star; ? = inconclusive; / = not tested or not shown; [ ] = another dose, or the depositor's remark. Unless noted, the call rests on the fitted dose curve; in most records, active means well fitted curve in the direction sought with a large enough effect; inconclusive means small, poorly fitted or top-dose-only effect, or another doubt; inactive means no such curve, though single readings can be large; an effect the other way counts as inactive or inconclusive. Unless noted, on the % scale 0 is the no-effect control and ±100 the full control effect.

SMILES	Sm TGR inh	AmpC inh no detg	LmPK inh	AmpC detergent	AMA1 RON2 block	HCMV inh	Tb PYK inh
O=C(CNC(=O)c1cccs1)N/N=C/c1ccc(Cl)cc1	-6%	-26%	-5%	-4%	15%	-14	0%
COc1ccccc1OCC(=O)Nc1cc(Cl)ccc1Oc1ccccc1	-15%	-29%	0%	-12%	-12%	-25	-3%
COC[C@@H]1CCCN1[C@H]1CS(=O)(=O)N[C@@H]1COCc1ccccc1	/	/	/	/	8%	0	1%
Cc1cccc(N2CC(C(=O)OCc3ccc([N+](=O)[O-])cc3)CC2=O)c1 (stereo not given)	8%	38%	1%	1%	-8%	-12	1%
O=C(c1ccc2c(c1)N(Cc1ccccc1)C(=O)c1ccccc1S2(=O)=O)N1CCN(c2ccccc2)CC1	-1%	/	/	-11%	/	-24	3%
Cc1ccc(C)c(OCC(=O)Nc2ccc(S(=O)(=O)Nc3ccccn3)cc2)c1	-6%	-59%	2%	?	3%	-25	5%
COc1ccccc1C(=O)COC(=O)/C=C/c1ccccc1	3%	10%	-8%	6%	13%	-11	-1%
CN1OC[C@@H]2CN(S(=O)(=O)c3ccccc3)[C@H](c3ccc(N4CCCCC4)cc3)C[C@@H]21	/	/	/	/	8%	-28	-10%
CN(Cc1ccc(Cl)c(Cl)c1)C(c1cc2ccccc2o1)c1nnnn1C(C)(C)C (stereo not given)	/	/	/	/	-6%	-78*	6%
O=C(NCc1ccc(F)cc1)N1CCN(C(=O)c2ccccc2)CC1	-18%	0%	/	5%	-2%	?	0%
CCOC(=O)C1CCCN(CC(=O)/C=C2/N(C)c3ccccc3C2(C)C)C1 (stereo not given)	-1%	44%	-1%	-14%	-9%	-16	-5%
O=C(NCC(c1ccc(Cl)cc1)N1CCCCC1)c1ccccc1 (stereo not given)	-6%	/	/	18%	/	-13	-3%
CCOC(=O)c1ccc(NC(=O)N2CCN(CCc3ccccc3)CC2)cc1	-5%	73%[activator]	4%	?	6%	110	7%
CC(C)OC(=O)C1Cc2ccccc2CN1S(=O)(=O)c1cccs1 (stereo not given)	-11%	-20%	3%	-4%	7%	-24	2%
O=C(CCCO)NNc1c2ccccc2nc2ccccc12	1%	0%	2%	-9%	11%	-21	0%
COc1ccc(/C=C2/CCc3ccccc3C2=O)cc1OC	-1%	39%	-12%	?	-22%	?	-4%
COc1cccc(CNC(=O)C2(C)CCCN2C(=O)C(C)C)c1 (stereo not given)	/	/	/	/	0%	9	3%
CCCc1nn(C)c(C(N)=O)c1[N+](=O)[O-]	7%	-11%	11%	-3%	-13%	39	-2%
CN(C)NC(=S)Nc1ccc(S(=O)(=O)N2CCCCC2)cc1	1%	-7%	-1%	0%	69%[activator]	-34	-3%
COCCCNCCOCCOc1c(OC)cccc1OC	?	6%	1%	-10%	9%	-13	-10%
C[C@@H](C(=O)Nc1cccnc1)n1c(=O)[nH]c2ccccc2c1=O	0%	-30%	-7%	0%	-3%	-9	2%
Cc1cc(NC(=O)c2ccccc2F)ncc1NC(=O)c1cccs1	4%	-11%	?	7%	14%	-6	-26%
COc1cccc(N2CCN(C(=O)c3cccn3-c3nnc(N4CCCCC4)s3)CC2)c1	6%	/	/	1%	/	0	-5%[15.4 µM]
N#CCc1ccc(OCCCN2CCC(C(O)(c3ccccc3)c3ccccc3)CC2)cc1	/	/	/	/	?	13	-17%
CCOc1cc(/C=N/Nc2nc(Nc3ccccc3)nc(N3CCCCC3)n2)ccc1OCC(=O)O	-3%	-35%	3%	-10%	-23%	-4	-3%
O=C(COc1ccc(Cl)cc1)OCC(=O)c1ccc[nH]1	-16%	-24%	/	-8%	1%	18	-1%
CC1CC(C)CN(C(=O)Cn2c(=O)n(CCCC(=O)NCc3ccco3)c(=O)c3sccc32)C1 (stereo not given)	40%[activator]	5%	0%	-7%	0%	-13	0%
CC(=O)Nc1ccc(C(=O)NCC2(N3CCCCC3)CCCCC2)cc1	0%	-6%	-5%	5%	0%	5	-3%
Cc1c(NC(=O)COC(=O)C2=COCCO2)cccc1[N+](=O)[O-]	0%	-20%	/	-5%	1%	66	-6%
O=C(NCCOc1ccccc1)c1cc(C(=O)NCCOc2ccccc2)cc([N+](=O)[O-])c1	11%	2%	1%	-17%	-12%	-8	-1%
COc1cc(C2c3c(oc4ccccc4c3=O)C(=O)N2Cc2cccnc2)cc(OC)c1OC (stereo not given)	-10%	-12%	8%	-2%	/	/	/
Cc1nc(CNS(=O)(=O)c2cccc(F)c2)cs1	4%	-18%	-1%	1%	1%	-15	10%

Gathered by group, those above with fluorine.
SMILES	Sm TGR inh	AmpC inh no detg	LmPK inh	AmpC detergent	AMA1 RON2 block	HCMV inh	Tb PYK inh
O=C(NCc1ccc(F)cc1)N1CCN(C(=O)c2ccccc2)CC1	-18%	0%	/	5%	-2%	?	0%
Cc1cc(NC(=O)c2ccccc2F)ncc1NC(=O)c1cccs1	4%	-11%	?	7%	14%	-6	-26%
Cc1nc(CNS(=O)(=O)c2cccc(F)c2)cs1	4%	-18%	-1%	1%	1%	-15	10%

The results go on:
SMILES	Sm TGR inh	AmpC inh no detg	LmPK inh	AmpC detergent	AMA1 RON2 block	HCMV inh	Tb PYK inh
COc1cc(CCNC(=O)c2ccccc2NC(=O)C2=C(C)OCCS2)cc(OC)c1OC	2%	33%	9%	-1%	-8%	-20	0%
Cc1cc(N2CCOCC2)c2c(N)c(C)cc(C)c2n1	-5%	/	-1%	4%	-8%	-34	4%
O=C(NCC1CCCO1)c1ccccc1-c1nc(-c2ccccc2Cl)no1 (stereo not given)	8%	40%	-19%	6%	-6%	24	-10%
CC(=O)Nc1cccc(Oc2nc(NC(C)C)nc3cc(-c4ccccc4)sc23)c1	/	/	/	/	-7%	-11	-10%
C/C(=N\NC(=O)Cc1c(F)cccc1Cl)c1cccnc1	4%	-58%	5%	-10%	52%[activator]	26	5%
Cc1cc(-c2ccc(Cl)cc2)n2ncnc2n1	-1%	-8%	1%	-3%	9%	?	-2%
CCOc1ccc(C2C3=C(Nc4nc(N)[nH]c(=O)c42)c2ccccc2C3=O)cc1 (stereo not given)	-3%	-4%	-5%	-10%	-9%	-22	-6%
CCOc1cc2c(cc1OCC)C(c1ccccc1)N(c1ccc(C(=O)O)cc1)C(=O)C2 (stereo not given)	1%	-24%	-4%	-5%	-6%	11	-1%
Cc1ccc([C@@H]2[C@@H]3C(=O)N(C)C(=O)[C@@H]3[C@@H]3C(=O)Nc4ccccc4C(=O)N23)cc1	-7%	-8%	3%	?	15%	?	2%
O=C(c1noc2c1CCCCC2)N1CCN(c2ccc(Cl)cc2)CC1	7%	/	/	20%	/	?	0%
CCOc1ccc(-n2c(=O)[nH]c3sc4c(c3c2=O)CCCC4)cc1	0%	-36%	1%	-1%	-6%	-24	9%
CCOC1=CC2=C(C(=O)C(Cl)=CC2=O)[C@@H]2CN(S(=O)(=O)c3ccc(C)cc3)[C@@H](c3ccccc3)[C@H]12	/	/	/	/	-22%	1	2.5µM*
COc1ccc(CN2C(=O)NC3(CCCC3)C2=O)cc1F	13%	-19%	-3%	0%	-13%	-4	-2%
CO/N=C/C(c1ncc(C(F)(F)F)cc1Cl)S(=O)(=O)c1ccccc1 (stereo not given)	-45%	2%	-5%	0%	7%	43	1%
Brc1ccccc1-c1nc(-c2ccccc2)no1	8%	-36%	?	0%	/	/	/
COc1ccccc1OCC(=O)NCCC1=CCCCC1	-2%	11%	-2%	0%	-9%	-21	-1%
O=C1CCC/C=C/C[C@H](CC(=O)N(CCO)Cc2ccccc2)C(=O)N[C@@H](Cc2ccccc2)CO1	/	107%[activator]	/	/	1%	3	-4%
O=C(CN1C(=O)NC2(CCCCCC2)C1=O)N1CCCCC1	-5%	-5%	/	-5%	0%	-4	1%
O=C(NCCN1CCN(Cc2ccccc2)CC1)c1ccc(CS(=O)(=O)c2c(Cl)cccc2Cl)o1	/	/	/	/	-7%	?	-5%
CC(C)(Oc1ccc(Cl)cc1)C(=O)Nc1cccnc1	0%	-7%	0%	0%	2%	-22	3%
O=C1CC(N2CCOCC2)C(=O)N1CCc1ccccc1 (stereo not given)	-1%	-19%	1%	-7%	3%	-10	0%
Cc1cccc(OCc2nc(C#N)c(N3CC(C)CC(C)C3)o2)c1 (stereo not given)	-5%	-34%	6%	?	?	-27	0%
CCCCN(C(=O)c1ccc(C)o1)c1c(N)n(CC(C)C)c(=O)[nH]c1=O	-28%	-18%	/	?	-9%	-22	-1%
CCCNC(=O)N1[C@H]2CC[C@@H]1C(C(=O)OC)=C(c1ccc(C(C)=O)cc1)C2	0%	-4%	/	1%	-4%	-28	-17%
CCc1noc(C)c1C(=O)N1CCN(c2cccc(Cl)c2)CC1	/	/	/	/	0%	?	-7%
CC(=O)c1cccc(NC(=O)Nc2sc3nc4n(c(=O)c3c2C)CCC(C)CC4)c1 (stereo not given)	5%	/	/	4%	/	-13	1%
CC(C)C[C@H](NC(=O)/C=C/[C@H]1O[C@@H](n2ccc(=O)[nH]c2=O)[C@H](O)[C@@H]1O)C(=O)O	/	/	/	/	8%	-5	-8%
CC(C)n1nnnc1C1c2ccccc2C(=O)N1Cc1ccco1 (stereo not given)	/	/	/	/	8%	-16	9%
CCN(C(=O)COC(=O)c1cc(-c2ccccc2)nc2c1c(C)nn2-c1ccc(C)cc1)C1CCS(=O)(=O)C1 (stereo not given)	-1%	-32%	0%	-9%	-11%	21	-2%
CCOC(=O)[C@@H]1[C@H]2COc3cc(OC)ccc3[C@@H]2N2C(=O)N(c3cccc(Cl)c3)C(=O)[C@@]12C	-13%	-1%	-4%	5%	-8%	/	11%
N#C/C(=C/c1cn(CC(=O)O)c2ccccc12)c1ccc(F)cc1	-8%	-47%	0%	-7%	4%	32	42%[activator]
